NPSR antagonist = blocks cAMP signaling of the human neuropeptide S receptor. Q6W5P4. Potency, µM (top dose mostly 38.3 µM), for inactives: top-dose activity change, negative = inhibition, usual class: inhibitors. CHO-NPSR cells, cAMP TR-FRET, antagonist mode. AID 1461. actives 1% (n = 220,000); further: on the % scale 0 is the no-effect control and ±100 the full control effect; nearly all actives have a fitted effect of over 50% in size; many of its hits are not listed in these tables
Target sequence (Q6W5P4 whole entry, looked up): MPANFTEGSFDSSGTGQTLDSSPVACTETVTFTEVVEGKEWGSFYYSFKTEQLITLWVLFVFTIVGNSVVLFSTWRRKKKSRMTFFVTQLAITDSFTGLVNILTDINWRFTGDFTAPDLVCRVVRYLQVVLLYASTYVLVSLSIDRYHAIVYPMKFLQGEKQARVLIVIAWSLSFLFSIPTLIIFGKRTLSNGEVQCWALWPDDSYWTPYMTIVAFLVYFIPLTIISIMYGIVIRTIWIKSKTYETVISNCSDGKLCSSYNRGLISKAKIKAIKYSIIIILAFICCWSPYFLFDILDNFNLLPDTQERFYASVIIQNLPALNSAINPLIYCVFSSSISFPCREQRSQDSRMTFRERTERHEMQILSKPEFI
Luc counter = counter-screen: inhibitors of Kinase-Glo firefly luciferase | Kinase-Glo luciferase, ATP luminescence, 8 min | Potency, µM (doses to about 38.3 µM), without a hit: at the top dose activity change, negative = inhibition, most hits filed as inhibitors | actives 0.28% (n = 200,000); further: on the % scale 0 is the no-effect control and ±100 the full control effect; nearly all actives have a fitted effect of over 60% in size
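Substrate mix (final 50 mM imidazole pH 7.2, 50 mM KCl, 7 mM MgCl2, 10 uM ATP, 0.01% Tween 20, 0.05% BSA) plus pin-tool compound, then Kinase-Glo detection mix; 8 min ambient, luminescence read.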
JMJD2E inh = inhibitors of human JMJD2E histone demethylase. B2RXH2. JMJD2E catalytic domain, FDH-coupled NADH fluorescence (FDH is formaldehyde dehydrogenase). Potency, µM (top dose mostly 57.1 µM), for inactives: top-dose activity change, negative = inhibition, most hits filed as inhibitors. actives 1.6% (n = 230,000). AID 2147; active means well fitted inhibition curve with a large enough effect, not every such curve was filed as active; inconclusive means small, poorly fitted or top-dose-only effect, or another doubt; inactive means no such curve, though single readings can be large or run the other way;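 further: 0% = wells with enzyme and -100% = buffer wells without enzyme; nearly all actives have a fitted effect of over 50% in size; many of its hits are not listed in these tables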
IMPase Li inh = membrane-permeable IMPase blocker, potentiated with lithium; CHO-M1 cells, IP1 TR-FRET (IP-One), carbachol + lithium; Potency, µM (highest dose often 59.4 µM), for inactives: top-dose activity, negative = IMPase inhibition, actives largely listed as inhibitors; actives 0.35% (n = 210,000);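 further: IP1 builds up when IMPase is blocked and the TR-FRET signal falls; plate controls were basal vehicle for no effect and high inhibitor control for full effect; nearly all actives have a fitted effect of over 50% in size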
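Concentration–response in CHO-M1 cells, lithium-potentiated; 30 min at 37C. IP1 detected by competitive TR-FRET after 10 min lysis at RT. Hill-fitted AC50.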
RECQ1 helicase = RECQ1 (human) helicase inhibition; P46063; RECQ1 DNA unwinding, red fluorescence kinetic read; Potency, µM (doses to about 57.3 µM), inactives show at the top dose activity, negative = inhibition, hits mostly inhibitors; actives 0.54% (n = 240,000);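 further: plate controls were vehicle for no effect and no enzyme for full effect; nearly all actives have a fitted effect of over 30% in size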
Target sequence (P46063 whole entry, looked up): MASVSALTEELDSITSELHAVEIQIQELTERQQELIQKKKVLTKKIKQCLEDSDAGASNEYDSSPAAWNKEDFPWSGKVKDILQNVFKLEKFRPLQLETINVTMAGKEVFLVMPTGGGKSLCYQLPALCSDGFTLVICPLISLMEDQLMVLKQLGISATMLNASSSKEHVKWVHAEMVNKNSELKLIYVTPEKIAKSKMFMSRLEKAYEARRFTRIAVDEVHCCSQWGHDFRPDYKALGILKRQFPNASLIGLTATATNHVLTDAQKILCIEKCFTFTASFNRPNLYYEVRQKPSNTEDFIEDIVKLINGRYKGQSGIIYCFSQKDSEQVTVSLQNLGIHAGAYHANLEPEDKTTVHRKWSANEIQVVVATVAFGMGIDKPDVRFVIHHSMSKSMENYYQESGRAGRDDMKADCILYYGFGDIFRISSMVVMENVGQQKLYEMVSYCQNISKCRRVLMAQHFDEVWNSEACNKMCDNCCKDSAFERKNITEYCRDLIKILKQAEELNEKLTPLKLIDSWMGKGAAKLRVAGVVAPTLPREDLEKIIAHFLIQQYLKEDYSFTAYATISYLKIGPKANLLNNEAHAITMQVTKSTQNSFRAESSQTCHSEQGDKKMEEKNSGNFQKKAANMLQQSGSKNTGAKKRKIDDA
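RECQ1T1 50 nM; forked duplex (20 bp + 30-nt ss tails) 200 nM, ATP 2 mM final; pH 8.0, 2 mM MgCl2, 2.5 ug/ml poly(dI-dC); 15 min compound preincubation; discontinuous kinetic read over 2 h at RT.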
SMN2 splice enh = SMN2 splice variant enhancement; HEK293 SMN2-luciferase splicing reporter, luminescence, 30-36 h; Potency, µM (series often up to 46.1 µM), without a hit: at the highest dose activity change, positive = activation, actives largely listed as activators; actives 2.8% (n = 210,000); AID 1458; further: % of control where 0% means no effect; nearly all actives have a fitted effect of over 55% in size
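qHTS luciferase splicing reporter: luminescence rises when SMN2 exon 7 is included in transfected HEK293 cells. Compound exposure lasted 30-36 h at 37C, with 4.5 mM final sodium butyrate as control, followed by a ONE-Glo read.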
Epigenetic reg = epigenetic control regulation, reporter derepression; AID 1865; murine LDR cells, GFP reporter derepression, 30 h; Potency, µM (top dose mostly 53.9 µM), for inactives: at the highest dose GFP activation, actives largely listed as activators; actives 0.2% (n = 280,000); further: % of control where 0% means no effect; nearly all actives have a fitted effect of over 60% in size
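Murine LDR cells bearing a silenced CMV-driven GFP reporter were exposed to compound for 30 h at 37 C. After PBS washes, GFP-positive cells (20-120 um objects) counted by laser-scanning microplate cytometry.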
GoLoco inh red = blocks human Gai1 binding to RGS12 GoLoco peptide, red readout. AID 880. actives 0.44% (n = 230,000). Potency, µM (titrated, usually from 61.6 µM), inactives show at the highest dose activity, negative = inhibition, hits mostly inhibitors. Gai1:RGS12 GoLoco peptide FP, rhodamine, 10 min; active means well fitted inhibition curve with a large enough effect, not every such curve was filed as active; inactive means no such curve, though single readings can be large or run the other way; further: on the % scale 0 is the no-effect control and ±100 the full control effect; nearly all actives have a fitted effect of over 30% in size; many of its hits are not listed in these tables
Numbers without * were called inactive; i = inactive; ? = inconclusive; . = not tested or not shown; [ ] = another dose, or the depositor's remark. Unless noted, the call rests on the fitted dose curve; in most records, active means well fitted curve in the direction sought with a large enough effect; inconclusive means small, poorly fitted or top-dose-only effect, or another doubt; inactive means no such curve, though single readings can be large; an effect the other way counts as inactive or inconclusive. Potency means the concentration at half of the fitted maximal effect. The list is partial; the hit share may differ from the screen's.

mol,SMN2 splice enh,Luc counter,JMJD2E inh,RECQ1 helicase,GoLoco inh red,IMPase Li inh,Epigenetic reg,NPSR antagonist
O=C(Nc1ccc(N2CCOCC2)cc1)C1CCCN(S(=O)(=O)c2ccccc2)C1 (stereo unspecified),-31%[inhibitor],2%,0%,-15%,-16%,14%[38.3 µM],2.8%,10%[7.67 µM]
Cc1ccc2c(N)c(C#N)sc2n1,?,4%,?,7%,1%,-13%[38.3 µM],1.1%,-1%[46.1 µM]
Cc1cc(C(=O)CN2C(=O)NC(CC(C)C)C2=O)c(C)n1-c1ccccc1F (stereo unspecified),25%,6%,9%,-1%,11%,0%,1.1%,-1%
Cc1nnc2sc(SCC(=O)Nc3ccc(Br)cc3)nn2c1=O,.,-1%,7%,0%,14%,8%,7.4%,-8%
CCn1nnnc1SCC(=O)c1ccc(C)cc1C,2.8µM*,5%,6%,2%,3%,24%,-0.9%,-7%[46.1 µM]
OCCN1CCN(C(=S)Nc2ccc(SC(F)F)cc2)CC1,-14%,1%,9%,-1%,3%,-8%,0.0%,9%
CCOC(=O)C1(Cc2ccccc2)CCN(C2Cc3ccccc3C2)CC1,.,-3%,8%,-12%,8%,17%,3.1%,42%
COc1ccc(OC)c(C2/C(=C(/O)c3cnn(-c4ccccc4)c3C)C(=O)C(=O)N2CCN(C)C)c1 (stereo unspecified),-66%[inhibitor],-7%,?,8%,1%,42%[activator][38.3 µM],0.0%,-23%[46.1 µM]
CCN(CC)C(=O)c1sc(NC(=O)c2ccc(C)c([N+](=O)[O-])c2)c(C#N)c1C,-23%,-5%,-4%,-13%,-2%,6%[38.3 µM],-1.4%,0%[46.1 µM]
CC(=O)SCC(C)C(=O)NCc1ccccc1 (stereo unspecified),-7%,2%,3%,-9%,0%,36%[38.3 µM],-0.1%,-9%[46.1 µM]
O=[N+]([O-])c1cccc(/C=N\N=C2c3ccccc3-c3ccccc32)c1O,-32%[inhibitor],-18%,-5%,-8%,157%[activator],9%,1.7%,-27%[46.1 µM]
COc1cccc(Oc2ccc(C(F)(F)F)cc2NC(=O)c2cccc(F)c2)c1,-16%,3%,?,-7%,10%,5%,-1.2%,-21%
O=C(O)c1ccc(N=Cc2c(O)ccc3oc4c(c23)CCCC4)cc1,.,.,-4%,-8%,3%,.,-1.4%,-1%[7.67 µM]
Cn1ncc(Cl)c1C(=O)NCc1ccco1,.,.,-2%,0%,4%,.,-6.9%,-11%
CCOC(=O)c1cc(-c2cccc([N+](=O)[O-])c2)n[nH]1,15%,3%,-29%,-4%,5%,2%,-0.1%,-2%
COc1ccc(C2CC(=O)C3=C(C2)Nc2ncnn2C3c2ccccc2C)cc1 (stereo unspecified),-4%,0%,-8%,i,-3%,6%[38.3 µM],-2.3%,-12%[46.1 µM]
CN(C)c1ccc(CNC(=O)C2CCC(CNc3c(N4CCCCC4)c(=O)c3=O)CC2)cc1 (stereo unspecified),.,.,-1%,i,-7%,.,-3.2%,8%
CCCCCc1cc(=O)oc2c(C(CCN3CCN(c4ccccc4)CC3)c3ccc(N(C)C)cc3)c(OC)cc(OC)c12 (stereo unspecified),.,.,?,i,7%,.,-0.1%,-10%
C=CCC(NCc1ccco1)c1ccc(OC)cc1OC (stereo unspecified),.,1%,-1%,-8%,8%,25%[38.3 µM],0.9%,1%[46.1 µM]
CCCCOC(=O)Oc1ccc2c(=O)c(Oc3cccc(C)c3)coc2c1,13µM*,3%,-5%,0%,4%,-3%,1.3%,-23%[46.1 µM]
C=CCNS(=O)(=O)c1cccc(C(C)=O)c1,6%,-1%,10%,-10%,14%,-2%,-3.0%,16%
CC(C)C[C@@H](CC(=O)N[C@@H](CCC(=O)O)CC(=O)O)NC(=O)[C@@H]1CNCC[C@H]1NC(=O)C[C@H](CCCN)NC(=O)C[C@H](CO)NC(=O)[C@@H]1CCCC[C@H]1N,11%,-1%,3%,-5%,16%,5%,4.5%,.
CCCCc1nc2c(c3c1C[C@H](C)OC3)CN(C(=O)Cc1cccs1)CC2,-5%[9.22 µM],-3%[7.66 µM],0%[11.4 µM],i[11.5 µM],6%[14.2 µM],5%,.,.
COc1ccc(C(=O)c2ccccc2)c(O)c1O,5%,-2%,22µM*,i,1%,4%,-0.8%,.
C=CCn1c(SCC(=O)N2CCN(c3ccc(F)cc3)CC2)nnc1-c1cccs1,-70%[inhibitor],16%,1%,-2%,3%,?,1.8%,-27%[46.1 µM]
Cc1cccc(C)c1N(CC(=O)NN=C1CCCCCC1)S(C)(=O)=O,-3%,0%,36%[activator],-9%,-14%,20%[38.3 µM],-1.0%,-3%[46.1 µM]
Cn1c(=O)c2c(nc(CO)n2C)n(C)c1=O,27%,-1%,-1%,6%,1%,2%,2.6%,10%
COc1cccc(/C(=N/O)C2CC2c2ccc(Cl)cc2)c1 (stereo unspecified),-12%,-2%,-9%,-6%,9%,4%,-0.5%,-15%
O=C(c1cccc(OCc2ccccc2)c1)N1CCOCC1,17%,0%,14%,0%,-1%,11%,-1.5%,10%
CCOC(=O)n1ccc(C(=O)Nc2ccccc2F)n1,8%,-2%,2%,i,4%,4%[38.3 µM],-2.1%,3%[46.1 µM]
COc1ccnc(Oc2cccc(C(F)(F)F)c2)c1C(=O)N/C=N/OCc1ccccc1F,.,.,-4%,i,4%,9%,3.4%,35%
Cn1c(=O)[nH]c(=O)c2c1nc(N1CCCCCC1)n2CC(N)=O,-66%[inhibitor],1%,-3%,-1%,4%,11%,0.0%,-5%[46.1 µM]
COc1ccc(CC(=O)NCC(=O)N/N=C/c2ccco2)cc1,-14%,0%,2%,0%,-1%,19%,0.0%,-9%[46.1 µM]
CCN(CC)CCCN(Cc1cc2cc3c(cc2[nH]c1=O)OCCO3)C(=O)Nc1ccc(F)cc1,.,.,1%,-1%,.,.,-10%,8%[46.1 µM]
c1ccc(CN=C2NN=C(c3ccccc3)CS2)cc1,?,-5%,-10%,-1%,7%,20%,-0.1%,-49%
S=C(NCCC(c1ccccc1)c1ccccc1)Nc1ccccc1Cl,-2%,-3%,-10%,-16%,-7%,-3%[38.3 µM],-2.0%,-28%[46.1 µM]
Cc1cc(C)n(C(=O)c2cccc(S(=O)(=O)N3CCOCC3)c2)n1,15%,12%,2%,2%,-15%,16%,0.9%,18%[46.1 µM]
O=C(CSc1ccc2ccccc2n1)c1ccc2c(c1)OCO2,-42%[inhibitor],-6%,-7%,-11%,-4%,35%[activator][38.3 µM],-6.5%,-26%[46.1 µM]
COC(=O)c1ccccc1NC(=S)NC(NC(=O)COc1ccccc1)C(Cl)(Cl)Cl (stereo unspecified),18%,-3%,?,-12%,6%,8%[38.3 µM],0.0%,-15%[46.1 µM]
COCc1cc(CN2CCCC2)c(O)c2ncccc12,-91%[inhibitor],-3%,3.5µM*,-3%,1%,1%[38.3 µM],-0.2%,-22%[46.1 µM]
N#CCN1CCC/C1=C\[N+](=O)[O-],6%,-2%,-5%,-5%,12%,-26%[38.3 µM],-4.8%,?
COc1cc(=O)n(C)c2c(OC[C@@H](O)C(C)(C)O)cccc12,5%[20.6 µM],3%[17.1 µM],-8%[25.5 µM],-5%[25.9 µM],4%[21.6 µM],1%,1.1%[16.9 µM],.
NC(=S)NN=C(Cc1ccccc1)Cc1ccccc1,-49%[inhibitor],1%,-4%,i,12%,15%,?,-33%
CCCCCNC(=O)c1ccc2c(=O)[nH]c3c(C(=O)NCC4CCCO4)sc(=S)n3c2c1 (stereo unspecified),20%,-3%,-7%,?,2%,28%[38.3 µM],1.4%,-10%[46.1 µM]
CC(/C=N/Nc1nc2ccccc2[nH]1)=C\c1ccccc1,2.5µM*,0%,?,-8%,10%,4%,0.0%,-34%
CC(C)C(=O)Nc1cccc(C(=O)N2CCCCC2C)c1 (stereo unspecified),-3%,-1%,3%,i,-7%,16%[38.3 µM],0.7%,-8%[46.1 µM]
NC(=O)C(Cc1ccccc1)NS(=O)(=O)c1ccc(N2CCCC2=O)cc1 (stereo unspecified),-19%,-1%,1%,-3%,-1%,21%[38.3 µM],-1.1%,-9%[46.1 µM]
COc1ccccc1C(=O)C1CCCN(C(=O)C2CCCC2)C1 (stereo unspecified),.,3%,7%,i,14%,7%,0.0%,16%
O=C(CNC(=O)c1cccc(F)c1)N/N=C/c1cccc([N+](=O)[O-])c1,12%,-1%,3%,i,2%,-7%,1.1%,7%
Oc1cccc2ccc(/C=C/c3c(F)cccc3Cl)nc12,25µM*,?,28µM*,i,-6%,11%,?,-21%

The list goes on.
mol,SMN2 splice enh,Luc counter,JMJD2E inh,RECQ1 helicase,GoLoco inh red,IMPase Li inh,Epigenetic reg,NPSR antagonist
Nn1c(SCC(=O)N2CCCc3ccccc32)nnc1-c1ccc(Cl)cc1,-10%,11%,-1%,-9%,-1%,11%[38.3 µM],-3.5%,-20%[46.1 µM]
O=C(CCCN1C(=O)c2cccc3cccc(c23)C1=O)N1CCN(c2ncccn2)CC1,-4%,-1%,-10%,i,3%,-4%,-1.0%,2%
Nc1nnc(C(c2ccccc2)c2ccccc2)s1,2%,0%,-3%,-7%,2%,-3%[38.3 µM],-0.9%,-5%[46.1 µM]
O=C(COC(=O)/C=C/c1cccs1)Nc1nc(-c2ccccc2)cs1,19%,-4%,3%,-2%,0%,6%,1.1%,-7%
CC(C)Nc1nnc(SCC(=O)Nc2ccc3c(c2)C(=O)c2ccccc2C3=O)s1,14µM*,2%,3%,-17%,5%,12%,0.0%,-4%

Screens from PubChem.
